Salmonella PhoP GFP: PhoP regulon inhibitors, Salmonella typhi PhoP promoter GFP reporter, confirmatory (AID 1850); Salmonella Typhi PhoP-promoter GFP reporter, fluorescence, 4 h; higher % means a stronger effect; inhibition, % at 50 µM, or IC50 in µM where a hit was titrated; 310,000 tested, 0.33% active; in the data active = a potency from the dose series; inconclusive = inhibition mostly from about 25% at the one dose, without a potency; inactive = the rest, 99 in 100 with inhibition below about 19%;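 note: 0% = induced wells with vehicle and 100% = uninduced wells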
M. tuberculosis: growth inhibition of non-replicating M. tuberculosis (AID 488890) | Mycobacterium tuberculosis non-replicating, growth inhibition; higher % means a stronger effect | inhibition, % at 25 µM; hits with a dose series show IC50 in µM | 320,000 tested, 0.39% active; in the data active = a potency from the dose series; inconclusive = inhibition mostly from about 82% at the one dose, without a potency; inactive = the rest, 99 in 100 with inhibition below about 76%;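 note: plate controls were DMSO cells for no effect and high antibiotic wells for full effect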
influenza NS1A: H1N1 influenza NS1A inhibitors, functional cell based assay (AID 504329) | 340,000 tested, 0.3% active | one-dose inhibition, % at 12.5 µM; IC50 in µM for titrated hits | NS1A functional cell-based assay, percent inhibition; higher % means a stronger effect; in the data active = a potency from the dose series; inconclusive = inhibition above about 27% without an active follow-up result; note: strong numbers were not always called active
VEEV TC-83 Vero: inhibitors of VEEV TC-83 cytopathic effect, confirmation, Vero cells (AID 588727); Vero cells, VEEV TC-83 cytopathic effect inhibition; higher % means a stronger effect; inhibition, % at 20 µM, or IC50 in µM where a hit was titrated; 350,000 tested, 0.13% active; in the data active = a potency from the dose series; inconclusive = inhibition mostly from about 14% at the one dose, without a potency; inactive = the rest, 99 in 100 with inhibition below about 12%; note: strong numbers were not always called active
M. tuberculosis HTS: M. tuberculosis growth inhibition, HTS (AID 449762). M. tuberculosis H37Rv growth inhibition, 7H9 media; higher % means a stronger effect. inhibition, % at 25 µM, or IC50 in µM where a hit was titrated. 330,000 tested, 0.59% active; in the data active = a potency from the dose series; inconclusive = inhibition above about 70% without an active follow-up result;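 note: bacterial growth assessed after seven days of incubation; strong numbers were not always called active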
VEEV TC-83 Vero 10K pilot screen: second read-out of VEEV TC-83 Vero, no call of its own (marks repeat the call); inhibition, %; measured here: 10K pilot screen inhibition
* marks the source's active call; other numbers are inactive results; i = inactive; u = inconclusive; x = no result given; & = joins results of further samples.

SMILES	Salmonella PhoP GFP	M. tuberculosis	influenza NS1A	VEEV TC-83 Vero	M. tuberculosis HTS	others
CCOC(=O)C(O)(c1ccc(N=c2ccccn2C)cc1)C(F)(F)F (stereo not drawn)	7.0%	-7.2%	8.9%	1.5%	8.7%
CCC(C)NC(=O)CSc1nc(-c2cccs2)cc(C(F)(F)F)n1 (stereo not drawn)	2.5%	-7.1%	2.6%	0.1%	-1.5%
Cc1ccnc(NC(=O)COC(=O)C2COc3ccccc3O2)n1 (stereo not drawn)	-1.4%	4.3%	-7.8%	2.1%	-4.4%
CC[C@@H]1C=C(C(=O)O)[C@H](c2ccc3c(c2)OCO3)N1S(=O)(=O)c1ccc(C)cc1	x	12.5%	-20.1%	0.1%	4.0%
Cc1c(CN2CC[C@@H](N3CCN(c4ccccn4)CC3)[C@H](O)C2)[nH]c2ccc(F)cc12	8.9%	11.7%	8.7%	0.7%	10.3%
O=C(NCC1CCCN1S(=O)(=O)c1cccs1)c1ccccc1F (stereo not drawn)	4.3%	29.3%	-4.8%	4.2%	-13.1%
O=C(NCc1ccccc1)c1ccc(=O)[nH]n1	6.8%	-9.4%	-4.1%	0.9%	-8.3%
CCc1ccc(NC(=O)Nc2cccc(OC)c2)cc1	-0.1%	60.4%	-5.9%	1.1%	8.5%
CN(C)C(=O)Oc1ccc2c(c1)O/C(=C\c1ccc(Cl)cc1)C2=O	-1.8%	44.8%	0.7%	i	0.7%
COCc1nc2c([nH]1)c(=O)n(C)c(=O)n2CC(C)C	2.3%	-8.4%	9.1%	0.9%	-13.6%
O=C1CS/C(=C\S(=O)(=O)c2ccc(Cl)cc2)N1	-4.4%	14.0%	-0.2%	0.6%	-5.2%
O=S(=O)(c1cccc(Cl)c1Cl)N1CCCCC1	-12.0%	28.9%	-7.9%	i	-2.4%
O=C1c2ccccc2C(Nc2ccc(S(=O)(=O)N3CCOCC3)cc2)N1c1cccnc1 (stereo not drawn)	2.6%	-2.6%	0.4%	1.9%	-6.8%	VEEV TC-83 Vero 10K pilot screen=1.1
COc1cc(NC(=O)CN(c2ccc(C)cc2)S(=O)(=O)c2c(C)nn(C)c2C)cc(OC)c1	-2.4%&-10.9%	11.1%	7.8%	3.3%	-9.1%
COc1ccc(/C=C2/N=C(SCC(=O)Nc3cc(C)on3)N(c3ccccc3)C2=O)cc1	-0.9%	8.8%	1.6%	1.6%	5.7%
CCCCSc1nnc([C@H](C)NC(=O)OC(C)(C)C)o1	1.7%	10.6%	-2.3%	i	-0.9%	VEEV TC-83 Vero 10K pilot screen=1.2
Cc1cccc(C)c1-n1nnnc1C1(Nc2ccccc2)CCCCC1	-5.8%	47.9%	-0.9%	0.5%	8.3%
Cc1c(NC(=O)C(C)OC(=O)c2ccc(Cl)nc2)c(=O)n(-c2ccccc2)n1C (stereo not drawn)	-5.1%	-4.9%	-28.2%	1.8%	7.1%
COc1ccc(C(C(=O)NC(C)(C)C)N(CCC(C)C)C(=O)CCC(=O)Nc2cc(C)on2)cc1 (stereo not drawn)	7.1%	2.1%	6.4%	i	1.6%
O=C1NC(N2CCOCC2)=N/C1=C/c1ccc2c(c1)OCO2	3.6%	-15.4%	-9.7%	5.2%	-1.0%
COc1cccc(C(=O)NCCC(=O)NCc2cc(=O)n(C)c(=O)n2C)c1	4.2%	1.2%	-9.3%	2.2%	-7.6%
Cc1cccc(OCC(=O)N2CCCc3ccccc32)c1	-4.6%	50.5%	-0.8%	0.1%	0.7%
Cc1cc(C(=O)Nc2ccccc2C(=O)O)ccc1NC(=O)COc1cccc([N+](=O)[O-])c1	-6.6%	70.0%	13.3%	0.7%	-2.0%
COc1ccccc1C(=O)Nn1c(-c2cccs2)nc2ccccc2c1=O	-2.2%	26.6%	2.0%	6.2%	0.6%
Cc1ccc2cc(C)c(NCCO)nc2c1	17.1%	10.6%	-4.0%	1.2%	-0.4%
Next section.
SMILES	Salmonella PhoP GFP	M. tuberculosis	influenza NS1A	VEEV TC-83 Vero	M. tuberculosis HTS	others
Cc1cc(OCCCC(=O)NCCN2C(=O)S/C(=C\c3cccnc3)C2=O)ccc1Cl	-5.9%	10.1%	0.9%	0.0%	8.5%
CCCC(=O)Nc1ccc(Cl)c(NC(=S)NC(=O)c2cc3ccccc3o2)c1	-10.2%	-7.4%	13.4%	2.4%	-9.7%	VEEV TC-83 Vero 10K pilot screen=2.8
CCCCCNC(=O)C1CCC(Cn2c(=S)[nH]c3ccccc3c2=O)CC1 (stereo not drawn)	-4.2%	-21.6%	8.6%	1.6%	-6.2%
Cc1ccc(-n2c(-c3cnccn3)n[nH]c2=S)cc1	4.4%	21.0%	-6.4%	0.1%	4.6%
CN(N)c1nc(-c2ccccc2)cc(-c2ccccc2)n1	4.7%	4.0%	-25.7%	1.1%	9.9%
CNc1nc2ccccc2n1CC(=O)c1ccccc1	4.1%	3.7%	-4.5%	i	-3.3%
CN1c2ccccc2N(C)C1(C)c1ccccc1	-9.2%	u	14.4%	i	4.3%
COc1cc([N+](=O)[O-])cc(/C=N/NC(=O)C(C)Nc2ccccc2C)c1O (stereo not drawn)	2.7%	-20.6%	-2.8%	2.3%	7.9%
CCOc1ccc2nc(N3C(=O)/C(=C/c4ccccc4)NC3=S)sc2c1	-5.2%	u	-1.9%	1.6%	45.0%
O=C(c1ccc(Br)cc1)c1cc2ccc(O)cc2oc1=O	-226.7%	37.9%	-15.3%	2.5%	8.3%
CC(C)(C)c1ccc(C(=O)N/N=C/c2ccc(OCCCF)cc2)cc1	-7.8%	5.1%	7.4%	0.4%	5.8%
COc1ccc(C2/C(=C(/O)c3ccc(C)cc3)C(=O)C(=O)N2c2ccccn2)cc1OC (stereo not drawn)	2.5%	17.9%	-2.1%	i	-3.5%
O=C(Cc1ccc(Cl)cc1)NCCc1c[nH]c2ccccc12	0.6%	15.5%	-17.7%	0.0%	8.8%
COCCn1c(=NC(=O)c2ccc(S(=O)(=O)N3CCCc4ccccc43)cc2)sc2cc(S(C)(=O)=O)ccc21	1.7%	9.5%	-3.5%	0.6%	-3.0%
O=c1c2c(-c3ccccc3)csc2ncn1/N=C/c1cccc([N+](=O)[O-])c1O	-0.2%	50.6%	4.9%	i	0.4%
O=C(/N=C1\NC(=O)C(F)(C(F)(F)F)S1)NC1CCCCC1 (stereo not drawn)	-8.4%	42.1%	-3.5%	i	-3.6%
COC(=O)c1c(NC(=O)CSc2nnnn2-c2ccccc2)sc2c1CCC(C)C2 (stereo not drawn)	-14.8%	17.5%	0.7%	0.5%	7.9%
O=c1c2cc(NC(=S)NC3CCCC3)ccc2nc2n1CCCCC2	-16.2%	u	6.4%	1.0%	6.0%
O=c1[nH]c(O)c(C=Nc2ccccc2Sc2ccccc2)c(=O)[nH]1	5.0%	-5.8%	-17.0%	0.7%	-8.8%
Cc1ccsc1/C=N/NC(=O)CC(=O)NCC(C)C	11.0%	3.2%	-6.0%	i	-2.3%
CC(C)Oc1ccc(CSC(=N)N)cc1	5.6%	5.5%	-0.8%	i	3.3%
Cc1ccnc(NC(=O)c2ccc(S(=O)(=O)NCc3ccco3)cc2)c1	10.7%	1.3%	-17.1%	10.1%	18.6%
CC(C)(C)c1ccccc1NC(=S)NC1CCCC1	-5.1%	28.0%	-5.9%	i	-22.1%
COC(=O)c1ccc(C2c3[nH]c4ccccc4c3C[C@H]3C(=O)N(C4CCN(Cc5ccccc5)CC4)CC(=O)N23)cc1 (stereo partly drawn)	-1.6%	67.5%	24.1%	0.3%	u
CC(=O)c1ccc(N(CC(=O)NC2CCCC2)C(=O)CCC(=O)Nc2cc(C)on2)cc1	16.8%	-2.0%	5.3%	1.7%	7.9%
Continuation.
SMILES	Salmonella PhoP GFP	M. tuberculosis	influenza NS1A	VEEV TC-83 Vero	M. tuberculosis HTS	others
CCOc1ccccc1CN1CCN(CC2=Cc3cc(OC)ccc3OC2)CC1CCO (stereo not drawn)	-6.6%	57.7%	11.2%	1.3%	9.1%
Cc1ccnn1CC(=O)N/N=C/c1ccco1	-5.8%	1.8%	-3.1%	i	-15.8%
Cc1ccc(-n2c(SCc3ccc(C(=O)O)cc3)nnc2-c2ccncc2)cc1	5.3%	-13.9%	-2.2%	1.7%	-4.7%
CCOC(=O)C1CCN(C(=S)Nc2ccc(Cl)cc2C)CC1	-7.8%	6.8%	-0.2%	i	-5.1%
N#CNc1nc(O)cc(=O)[nH]1	-6.7%	-0.4%	-1.1%	0.5%	1.3%
CCCOc1ccc2[nH]cc(C(=O)O)c(=O)c2c1	-8.7%	31.9%	0.1%	2.5%	44.6%	VEEV TC-83 Vero 10K pilot screen=0.2
Cc1cc(C)c2c(=O)[nH]c(SCC(=O)Nc3ccc(N(C)C)cc3)nc2n1	-4.0%	18.0%	1.4%	0.4%	-4.6%
CCc1ccc(C2=C/C(=C/c3cccnc3)C(=O)O2)cc1	-7.8%	i	-11.9%	i	1.7%
O=C1CCC/C(=N\NC(=O)c2ccc(NS(=O)(=O)c3ccc(Br)cc3)cc2)C1	-5.7%	-6.1%	-6.2%	0.7%	0.9%
Cc1nc2cc(NCc3ccc(Cl)cc3)ccc2n1C	18.9%	26.5%	-2.9%	0.5%	26.4%
COc1ccc(OC)c(NC(=O)c2sc3nc(Cc4ccccc4)cc(C(F)(F)F)c3c2N)c1	-6.2%	4.2%	6.0%	i	-2.1%
O=c1c2cc(NC(=S)N3CCCCCC3)ccc2nc2n1CCCCC2	3.5%	26.5%	-14.0%	0.1%	36.0%
CC1(c2ccc3c(c2)OCCO3)NC(=O)N(CC(=O)Nc2ccccc2F)C1=O (stereo not drawn)	x	x	2.7%	7.3%	x
Cc1ccc(C(=O)NC(=S)NCCCN2CCOCC2)cc1	-1.0%	-4.8%	7.7%	i	5.7%
Cc1cc(Cl)ccc1NC(=O)C1CCCN1C(=O)c1cccs1 (stereo not drawn)	-6.7%	16.1%	1.1%	i	-1.1%
O=c1c2ccc(Cl)cc2[nH]c(=S)n1CCC1=CCCCC1	-4.5%	-1.1%	-3.7%	1.0%	-2.2%
COc1cccc(CNC(=O)c2cc(C)nc3ccccc23)c1	1.2%	26.8%	-7.6%	2.9%	2.3%
CN=C(C)/C(C(=O)OC)=C(/O)c1ccccc1F	-2.6%	-3.2%	0.2%	0.4%	14.8%
CC(=O)NCCN1C(=O)S/C(=C\c2cccs2)C1=O	5.0%	5.6%	-4.0%	1.7%	0.5%
OCCC1CN(Cc2cc3ccccc3o2)CCN1Cc1ccc(F)cc1 (stereo not drawn)	9.6%	2.8%	0.4%	0.6%	9.2%
Cn1ccnc1SCC(=O)Nc1ccc(Br)cc1C(F)(F)F	-4.9%	-7.8%	-6.7%	1.9%	-5.1%
COc1ccc2nc(/N=C/c3cccc(OC)c3O)sc2c1	-5.9%	7.8%	-20.9%	1.1%	47.5%
C=CCn1c(=O)c2ccc(C(=O)NCc3ccccc3)cc2n(Cc2ccc(Cl)cc2)c1=O	-7.3%	-22.1%	-0.8%	0.8%	4.3%
CSc1ncc(C(=O)Nc2cccc(Cl)c2)c(C)n1	-24.1%	u	-9.1%	i	u
Cc1cc([N+](=O)[O-])cc(C)c1OCC(=O)N/N=C/c1ccc(OC(=O)c2ccccc2)cc1	-0.5%	-12.6%	3.1%	6.7%	-6.1%
Cc1nc2ccccc2n1CC(=O)OCC(=O)NC1CC1	-3.0%	-9.7%	-3.9%	1.1%	-1.0%
CC(=O)N1c2ccccc2N(Cc2ccc([N+](=O)[O-])cc2)C(=O)C1(C)C	1.5%	6.1%	-3.1%	0.2%	-3.3%	VEEV TC-83 Vero 10K pilot screen=0.5

Filtered by structure, the entries above with two or more sulfur atoms.
SMILES	Salmonella PhoP GFP	M. tuberculosis	influenza NS1A	VEEV TC-83 Vero	M. tuberculosis HTS	others
CCC(C)NC(=O)CSc1nc(-c2cccs2)cc(C(F)(F)F)n1 (stereo not drawn)	2.5%	-7.1%	2.6%	0.1%	-1.5%
O=C(NCC1CCCN1S(=O)(=O)c1cccs1)c1ccccc1F (stereo not drawn)	4.3%	29.3%	-4.8%	4.2%	-13.1%
O=C1CS/C(=C\S(=O)(=O)c2ccc(Cl)cc2)N1	-4.4%	14.0%	-0.2%	0.6%	-5.2%
CCOc1ccc2nc(N3C(=O)/C(=C/c4ccccc4)NC3=S)sc2c1	-5.2%	u	-1.9%	1.6%	45.0%
COCCn1c(=NC(=O)c2ccc(S(=O)(=O)N3CCCc4ccccc43)cc2)sc2cc(S(C)(=O)=O)ccc21	1.7%	9.5%	-3.5%	0.6%	-3.0%
COC(=O)c1c(NC(=O)CSc2nnnn2-c2ccccc2)sc2c1CCC(C)C2 (stereo not drawn)	-14.8%	17.5%	0.7%	0.5%	7.9%
CC(=O)NCCN1C(=O)S/C(=C\c2cccs2)C1=O	5.0%	5.6%	-4.0%	1.7%	0.5%

Screening data as filed in PubChem BioAssay.
